V-ATPase pHluor – regulators of yeast V-ATPase proton pumping, primary screen, pHLuorin cytosolic pH fluorescence. S. cerevisiae. response, % at 10 µM. 0.37% of 350,000 active; in the data active means response mostly above about 7.3%, no sharp cut-off; inactive means mostly below about 5.4%; further: actives read high; inactives centre near 0; some compounds called inactive have numbers as strong as hits; reference of the scale not given here
MOR-DOR inv ag – inverse agonists of MOR-DOR heterodimerization, primary screen, cell-based, luminescence; Mu-type opioid receptor (Homo sapiens) + Delta-type opioid receptor (Homo sapiens), …; cell-based MOR-DOR heterodimer luminescence, inverse agonism; inhibition, % at 9.3 µM; 0.21% of 340,000 active; AID 504357, 2011; in the data active means inhibition above about 22%, passing the limit was not always enough;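 further: 0% = cells with DMSO and 100% = wells without cells with DMSO; values of inactives mirror those of a sister screen read the other way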
Keap1 Nrf2 FP – Keap1-Nrf2 protein-protein interaction inhibitors, primary screen, biochemical, fluorescence polarization, single point | Kelch-like ECH-associated protein 1 (Homo sapiens), Q14145 | 0.15% of 340,000 active | Keap1 Kelch-Nrf2 peptide fluorescence polarization, 1536-well | inhibition, % at 9.4 µM; in the data active means inhibition above about 12%;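 further: human Keap1 Kelch domain with fluorescein labeled Nrf2 9mer peptide probe; 0% = neutral control wells and 100% = peptide positive control; higher means more block of Keap1 binding to Nrf2 peptide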
Target sequence (Q14145 whole entry, looked up, the tested form may be a part): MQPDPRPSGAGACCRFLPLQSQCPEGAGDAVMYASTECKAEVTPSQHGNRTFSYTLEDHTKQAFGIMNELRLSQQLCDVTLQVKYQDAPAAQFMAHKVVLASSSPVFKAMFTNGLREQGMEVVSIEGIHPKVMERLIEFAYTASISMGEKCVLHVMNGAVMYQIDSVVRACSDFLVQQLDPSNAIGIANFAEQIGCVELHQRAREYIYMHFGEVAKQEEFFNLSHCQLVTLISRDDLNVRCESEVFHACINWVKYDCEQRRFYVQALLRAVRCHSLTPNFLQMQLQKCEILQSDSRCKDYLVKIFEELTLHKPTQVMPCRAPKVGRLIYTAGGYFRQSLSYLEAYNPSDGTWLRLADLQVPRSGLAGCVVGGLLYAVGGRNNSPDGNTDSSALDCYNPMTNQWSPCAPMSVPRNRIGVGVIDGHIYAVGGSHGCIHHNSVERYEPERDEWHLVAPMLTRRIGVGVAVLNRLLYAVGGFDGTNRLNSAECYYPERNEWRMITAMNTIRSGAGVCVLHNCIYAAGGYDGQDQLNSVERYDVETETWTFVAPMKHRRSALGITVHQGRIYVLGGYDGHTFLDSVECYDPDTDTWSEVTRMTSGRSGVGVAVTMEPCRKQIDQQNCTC
HTR5A inv ag – HTR5A inverse agonists in luminescence cell assay, primary screen, counter-screen for OPRM1-OPRD1 heterodimer inverse agonist project, full-deck HTS | 5-hydroxytryptamine receptor 5A (Homo sapiens), P47898 | 0.083% of 340,000 active | HTR5A cell line, inverse agonism | inhibition, % at 9.3 µM; in the data active means inhibition mostly above about 23%, no sharp cut-off; inactive means mostly below about 18%;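 further: 0% = cells with DMSO and 100% = no-cell wells with DMSO; some compounds called inactive have numbers as strong as hits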
Target sequence (P47898 whole entry, looked up): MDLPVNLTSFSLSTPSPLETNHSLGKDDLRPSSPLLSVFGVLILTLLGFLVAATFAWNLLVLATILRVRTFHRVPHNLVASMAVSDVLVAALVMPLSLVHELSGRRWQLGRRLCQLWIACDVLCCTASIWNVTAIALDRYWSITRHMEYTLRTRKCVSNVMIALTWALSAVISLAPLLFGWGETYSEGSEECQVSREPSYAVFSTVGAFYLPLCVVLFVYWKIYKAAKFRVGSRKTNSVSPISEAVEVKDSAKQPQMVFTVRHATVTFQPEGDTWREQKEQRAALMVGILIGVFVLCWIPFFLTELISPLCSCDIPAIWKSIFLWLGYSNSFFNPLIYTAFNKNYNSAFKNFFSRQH
RTF Ca sens inh – cardiac RTF calcium sensitivity inhibitors, primary screen, biochemical, IANBD-TnC fluorescence, EC70 calcium; Troponin I, cardiac muscle (Homo sapiens) + Troponin T, cardiac muscle (Homo sapiens) + …; IANBD-labeled cardiac RTF, Ca2+ fluorescence; inhibition, % at 7.15 µM; 0.12% of 340,000 active; AID 493244, 2011;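 active means inhibition above the mean inhibition of all tested compounds plus 3 SD, cut at about 17% in these data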;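 further: assay run at fixed EC70 calcium of 1.6 mM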
HTR5A ag ctr – HTR5A agonists in luminescence cell assay, primary screen, counter-screen for OPRM1-OPRD1 heterodimer agonist project, full-deck HTS; 0.61% of 340,000 active; 5-hydroxytryptamine receptor 5A (Homo sapiens), P47898; activation, % at 9.3 µM; cell-based; in the data active means activation mostly above about 9.5%, no sharp cut-off; inactive means mostly below about 7.6%;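 further: 0% = cells with vehicle only and 100% = reference agonist; strong numbers were not always called active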
cardiac RTF act – cardiac RTF calcium sensitivity activators, primary screen, biochemical, IANBD-TnC fluorescence, EC20 calcium. IANBD-labeled TnC RTF fluorescence at EC20 calcium; 0% EC20 calcium, 100% full calcium. 0.24% of 340,000 active. activation, % at 7.2 µM. Troponin I, cardiac muscle (Homo sapiens) + Troponin T, cardiac muscle (Homo sapiens) + …. AID 493008, 2010;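 active means activation above the mean over all tested compounds plus 3 SD, cut at about 30% in these data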;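 further: rise in fluorescence read as greater calcium sensitivity of cardiac thin filaments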
MOR-DOR ag – agonists of OPRM1-OPRD1 heterodimerization, primary screen, cell-based, luminescence. AID 504326, 2011. Mu-type opioid receptor (Homo sapiens) + Delta-type opioid receptor (Homo sapiens), …. cells. 0.3% of 340,000 active. activation, % at 9.3 µM; in the data active means activation above about 18%;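 further: 0% = vehicle-treated cells and 100% = reference agonist; values of inactives mirror those of a sister screen read the other way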
LANA DNA inh – inhibitors of KSHV C-LANA binding to DNA, primary screen, biochemical, fluorescence polarization, FAM-LBS DNA, MBP-C-LANA, single point; 0.078% of 340,000 active; AID 504423, 2011; inhibition, % at 9 µM; Kaposi's sarcoma herpesvirus LANA C-terminal domain (residues 932-1162) DNA binding;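 active means highest replicate inhibition at or above 60% at 9 µM, even if other replicates fall short; inactive means all replicates below 60% inhibition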;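 further: 0% = neutral control wells and 100% = 4 µM acridine orange control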
CAL PDZ FP – untagged CAL PDZ binding inhibitors, primary screen, biochemical, fluorescence polarization, HTS; inhibition, % at 24.9 µM; 0.92% of 300,000 active; AID 602252, 2012; purified CAL PDZ, TMR-peptide fluorescence polarization, 1 h; Golgi-associated PDZ and coiled-coil motif-containing protein (Homo sapiens), Q9HD26;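 active means mean inhibition of at least 30% with at least half of replicates also reaching 30%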;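 further: 0% = DMSO neutral control and 100% = excess unlabeled competitor peptide PRC23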
Active calls of the source: *; · = not tested or not shown.

The line under a structure holds: V-ATPase pHluor, MOR-DOR inv ag, Keap1 Nrf2 FP, HTR5A inv ag, RTF Ca sens inh, HTR5A ag ctr, cardiac RTF act, MOR-DOR ag, LANA DNA inh, CAL PDZ FP
1: CCC(=O)NC(c1cc(Cl)c2cccnc2c1O)C1CC1 (stereo not drawn)
 : -3, -8, -1, 5, -15, -2, 4, 1.6, -2.7, -5
2: CC(C)C[C@@H](COc1ccccc1)N1CCN(CC(C)C)CCC1=O
 : -1, -11, -4, 1, 3, 0, 4, 1.9, 0.4, -2
3: CCOc1ccc(OCC)c(NC(=O)Nc2ccc3c(c2)N(C)C(=O)CS3)c1
 : 3, -6, -3, 9, -9, -3, 8, 1.3, -2.8, -9
4: CCn1cc(CNC(=O)/C=C/c2cnn(C)c2)c(C)n1
 : 1, 2, -5, 5, 2, 0, -3, -0.4, -1.9, -2
5: CC(C)Sc1cc(N2CCOCC2)nc(-c2ccccc2)n1
 : 3, -23, -6, 3, -9, -4, 7, 3.4, 0.1, -1
6: CCCCN(CC)CCNC(=O)C1CCN(S(=O)(=O)c2cccc3nsnc23)CC1
 : 1, 0, -4, 8, 1, -2, -2, -0.1, 2.4, -5
7: O=C(NC1CCCC1)c1cccc2c1C(=O)c1ccc(Cl)cc1S2(=O)=O
 : 0, 12, 1, 9, 6, -1, -2, -2.1, 0.1, -1
8: COc1ccc(S(=O)(=O)N(CCc2ccccc2)CC(N)=O)cc1
 : 1, 7, -3, -8, -12, 3, 4, -1.3, -2.9, 5
9: O=C(c1ccc(Cl)c(S(=O)(=O)N2CCc3ccccc32)c1)N1CCN(c2ccccc2O)CC1
 : -3, 2, -3, -10, 2, 3, -2, -0.5, -1.0, -2
10: O=C(O)c1ccc(N2C(=O)CC(N3CCN(c4cccc(Cl)c4)CC3)C2=O)cc1 (stereo not drawn)
 : 2, 12, -3, -8, -4, 2, -1, -2.5, 0.9, -5
11: Cc1ccc(NC(=O)c2ccccc2NC(=O)c2cccnc2)cc1
 : -1, 15, -6, 2, -1, -10, -5, -3.0, -1.5, ·
12: C/C=C\C=C\C(=O)Nc1cccc(C2=NOC3(C2)C[C@@H](C(N)=O)N(C(=O)C(c2ccccc2)c2ccccc2)C3)c1 (stereo partly drawn)
 : -2, -9, -5, 6, -5, -4, 3, 1.5, -1.1, -8
13: O=C(O)COc1ccc(Nc2ccccc2)cc1
 : 0, 10, -2, 3, -6, -1, 3, -2.0, 1.2, 2
14: O=C(COC(=O)c1cc([N+](=O)[O-])ccc1N1CCOCC1)NCc1ccc(Cl)cc1Cl
 : 8, 9, -1, 26, -1, -3, 4, -1.7, -0.4, -1
15: CSCCC(NC(=O)c1ccco1)C(=O)O (stereo not drawn)
 : -2, -1, -2, 8, 2, -3, 10, 0.2, 0.3, -11

2 compounds from above, showing only RTF Ca sens inh, MOR-DOR ag and MOR-DOR inv ag.
nr	canonical_smiles	RTF Ca sens inh	MOR-DOR ag	MOR-DOR inv ag
10	O=C(O)c1ccc(N2C(=O)CC(N3CCN(c4cccc(Cl)c4)CC3)C2=O)cc1 (stereo not drawn)	-4	-2.5	12
14	O=C(COC(=O)c1cc([N+](=O)[O-])ccc1N1CCOCC1)NCc1ccc(Cl)cc1Cl	-1	-1.7	9

Going on with the list:
The line under a structure holds: V-ATPase pHluor, MOR-DOR inv ag, Keap1 Nrf2 FP, HTR5A inv ag, RTF Ca sens inh, HTR5A ag ctr, cardiac RTF act, MOR-DOR ag, LANA DNA inh, CAL PDZ FP
16: CC(C)Cn1c(-c2cccs2)nc2ccccc21
 : 1, 16, 5, -3, 10, 0, -2, -2.6, 1.1, -2
17: O=C(O)CNS(=O)(=O)c1ccc2c(c1)Cc1cc(S(=O)(=O)NCC(=O)O)ccc1-2
 : 3, 17, 3, -7, -6, 2, 3, -3.6, 0.9, 5
18: Cc1ccc(C)c(S(=O)(=O)NC(CCC(N)=O)C(=O)O)c1 (stereo not drawn)
 : 1, 8, -3, -18, 3, 0, 6, -1.3, 1.1, -2
19: O=C(/C=C/c1ccc(Br)cc1)NC(=S)Nc1ccc(S(=O)(=O)Nc2nccs2)cc1
 : 2, -3, -1, -13, -4, 4, -6, 0.6, 2.0, 3
20: CC(C)(C)c1ccc(-c2n[nH]c(=S)n2C2CCCC2)cc1
 : -3, -50, 5, 21, -7, -4, -1, 9.4, -1.4, ·
21: S=c1[nH]nc(Cn2cnc3ccccc32)n1-c1ccccc1
 : 1, 11, 3, -3, -3, 1, 2, -2.0, -0.7, 3
22: Cc1ccc(N2C(=N)/C(=C3/Nc4ccccc4S3)C(c3ccccc3)C2=O)cc1 (stereo not drawn)
 : 4, 9, 3, 17, -2, 2, 4, -1.6, -3.0, -1
23: Cc1ccc(/C=c2\sc3nc(-c4ccccc4Br)nn3c2=O)o1
 : 0, -2, -8, 14, 0, -4, 6, 0.4, 3.8, ·
24: CC(=O)c1ccc(OC(C)C)c(CSc2nc(O)cc(=O)[nH]2)c1
 : -6, 1, 0, -22, -11, 0, -3, -0.2, 0.4, ·
25: COc1cc(C(=O)NNC(=O)CNC(=O)c2ccc(Br)o2)cc(OC)c1OC
 : -2, 0, 2, -34, -5, 12, -4, 0.1, -0.1, -1
26: CCOc1ccc(N2CC(C(=O)N3CCN(C(=O)c4ccco4)CC3)CC2=O)cc1 (stereo not drawn)
 : -3, -3, -4, -14, -27, 0, -1, 0.4, -0.7, -4
27: COc1ccc(N2CCN(C(=O)C(C)(C)Oc3ccc(Cl)cc3)CC2)cc1
 : -3, -8, -2, 3, -5, -1, 3, 1.5, -3.2, ·
28: COc1ccc(CN2CCNC(=O)C2CC(=O)NCCSc2nccn2C)cc1OC (stereo not drawn)
 : 0, 15, -7, 4, -7, -2, 7, -2.9, 2.7, 2
29: Cc1sc2nc(CN3CCCC3)nc(NCc3ccncc3)c2c1C
 : -4, -10, -4, 10, -8, -1, 10, 1.9, -0.7, -2
30: CCCC(c1nnnn1CCOC)N1CCN(c2cccc(OC)c2)CC1 (stereo not drawn)
 : 3, 6, -2, 12, -2, -5, 0, -1.5, -0.2, 1

New compounds follow:
The line under a structure holds: V-ATPase pHluor, MOR-DOR inv ag, Keap1 Nrf2 FP, HTR5A inv ag, RTF Ca sens inh, HTR5A ag ctr, cardiac RTF act, MOR-DOR ag, LANA DNA inh, CAL PDZ FP
31: COc1cccc(C2=CC(c3cc(OC)ccc3OC)n3nnnc3N2)c1 (stereo not drawn)
 : 1, 13, -2, -1, 7, -1, -2, -2.2, -0.2, -4
32: CC(C)Sc1oc(-c2ccco2)nc1S(=O)(=O)c1ccc(F)cc1
 : 2, -18, 0, 6, -27, 5, -2, 2.8, 1.3, 0
33: Cc1ccc(N(CC(=O)NCC2CCCO2)S(=O)(=O)c2ccccc2)c(C)c1 (stereo not drawn)
 : 3, 2, -4, -40, 7, 14*, -4, -0.4, -0.6, -2
34: COc1cc(OC)nc(NC(=O)CS(=O)(=O)c2ccccc2)n1
 : -3, -20, -2, -7, 8, -2, -4, 3.4, -0.5, -1
35: COc1cc(OC)cc(-c2c(-c3cccs3)c3cc(-c4ccc5c(c4)OCO5)ccc3n2C)c1
 : 0, 14, -4, 4, 0, 1, 0, -2.5, -1.5, 3
36: COc1cc2ncnc(NCc3ccco3)c2cc1OC
 : -1, 9, 3, -4, 2, 2, -6, -1.7, 0.4, ·
37: O=[N+]([O-])c1ccc(C=Nc2ccc(Cl)cc2Cl)s1
 : 17*, -16, -7, -8, -8, -2, 3, 3.0, 2.8, ·
38: Cn1cc(Cl)c(C(=O)NC2CCCC2)n1
 : -3, 20, -5, -8, -2, 5, -1, -3.6, 1.1, ·
39: CS(=O)(=O)c1cccc(C(=O)OCC(=O)NCc2cccs2)c1
 : -2, 2, 5, -17, -1, 7, 3, -0.5, 0.4, -3
40: CN(C)/C=C/C(=O)c1ncc(C(F)(F)F)cc1Cl
 : -2, 7, -2, 2, 5, -1, -1, -1.5, 2.7, 1
41: O=C1C2=C(c3ccccc31)[N+](=O)[C@@H]1CCCC[C@@H]1N2[O-]
 : 1, 46*, 2, 18, -1, -6, 3, -8.0, -4.6, 0
42: COc1ccc([C@H]2/C=C\CN(S(=O)(=O)c3cccc4cccnc34)[C@@H](C)C(=O)N2Cc2ccc(F)cc2)cc1
 : 0, 5, -3, -7, -4, -1, 8, -0.8, -2.0, 0
43: Nc1ncnc2c1nc(Sc1ccc(Cl)cc1)n2[C@@H]1O[C@@H]2COP(=O)(O)O[C@H]2[C@H]1O
 : -2, 6, -4, 0, -12, 1, 3, -1.1, -1.7, -6
44: CCCCCCC1CCC(C(=O)Nn2c(C)nc3ccccc3c2=O)CC1 (stereo not drawn)
 : -1, 0, -3, -6, -5, 2, 0, -0.1, -0.1, -1
45: Cc1ccccc1OCC(=O)OCC(=O)N1CCc2ccccc21
 : -4, 0, -4, -8, 5, 3, -6, 0.0, 0.6, -2

(next part)
The line under a structure holds: V-ATPase pHluor, MOR-DOR inv ag, Keap1 Nrf2 FP, HTR5A inv ag, RTF Ca sens inh, HTR5A ag ctr, cardiac RTF act, MOR-DOR ag, LANA DNA inh, CAL PDZ FP
46: O=[N+]([O-])c1ccccc1/C=N/NC1=NCCN1
 : -1, 10, -2, 17, 0, -3, 1, -1.9, -0.2, -5
47: CC(=O)n1cc(/C=N/NC(=O)c2ccc([N+](=O)[O-])cc2)c2ccccc21
 : -1, -16, 1, 10, 2, -3, -4, 3.5, -0.9, -5
48: COc1cc(OC)cc(C(=O)NC2CCN(Cc3nnnn3Cc3ccc(F)cc3)CC2)c1
 : 0, 4, 3, 13, -3, -4, -1, -0.8, -3.0, 2
49: O=C(Nc1ccc2c(c1)Cc1ccccc1-2)c1ccncc1
 : 0, -8, -3, -2, -3, 1, -4, 1.3, 2.3, 3
50: COc1ccc(NS(=O)(=O)c2ccc3[nH]c(=O)[nH]c3c2)cc1OC
 : 2, 5, -6, -10, -11, 3, -1, -0.9, 0.3, 1
51: C/C(=N\OCC(=O)OCC(=O)Nc1cc(S(C)(=O)=O)ccc1Cl)c1ccc2c(c1)OCO2
 : 0, -8, -4, -9, -11, 4, -4, 2.0, -0.2, -3
52: O=S(=O)(O)c1ccc(N2N=C(c3ccccc3)CC2c2ccccc2)cc1 (stereo not drawn)
 : -6, 14, 0, -19, -9, 5, -4, -2.0, 2.2, 0

This is a random part of the collection; 2.8% or so of the library scored in one or more.
